Bioassay records (PubChem)
ELG1 repair inh: ELG1-dependent DNA repair inhibition; HEK293T ELG1-luciferase reporter, luminescence, 16 h; DNA damage induced by 5-fluorouridine; Potency, µM (titrated, usually from 46.1 µM), for inactives: at the highest dose activity change, negative = inhibition, usual class: inhibitors; 330,000 tested, 2.3% active; AID 504467; further: potency means the concentration at half of the fitted maximal effect; on the % scale 0 is the no-effect control and ±100 the full control effect; nearly all actives have a fitted effect of over 55% in size
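Cells (2,000 per well) received 5-fluorouridine plus test compound or DMSO and were incubated 16 hr at 37 °C, 5% CO2. Luciferase activity was read by luminescence 30 min after ONE-Glo addition; signal suppression marked inhibition of damage-induced ELG1 function.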
Menin-MLL TR inh: menin-MLL binding inhibition, Texas Red mutant peptide; Menin + Texas Red MLL mutant peptide, fluorescence polarization; AID 1768; Potency, µM (titrated, usually from 61.6 µM), for the others: top-dose FP activity change, negative = inhibition, actives largely listed as inhibitors; 270,000 tested, 0.23% active; active means well fitted inhibition curve with a large enough effect in the polarisation, with a control signal flat, not every such curve was filed as active; inconclusive means small, poorly fitted or top-dose-only effect, or effect the other way, or a change in a side signal; inactive means no such curve, though single readings can be large or run the other way; the % refers to the polarisation; further: potency means the concentration at half of the fitted maximal effect; % of control where 0% means no effect; many of its hits are not listed in these tables
Target sequence (O00255 whole entry, looked up): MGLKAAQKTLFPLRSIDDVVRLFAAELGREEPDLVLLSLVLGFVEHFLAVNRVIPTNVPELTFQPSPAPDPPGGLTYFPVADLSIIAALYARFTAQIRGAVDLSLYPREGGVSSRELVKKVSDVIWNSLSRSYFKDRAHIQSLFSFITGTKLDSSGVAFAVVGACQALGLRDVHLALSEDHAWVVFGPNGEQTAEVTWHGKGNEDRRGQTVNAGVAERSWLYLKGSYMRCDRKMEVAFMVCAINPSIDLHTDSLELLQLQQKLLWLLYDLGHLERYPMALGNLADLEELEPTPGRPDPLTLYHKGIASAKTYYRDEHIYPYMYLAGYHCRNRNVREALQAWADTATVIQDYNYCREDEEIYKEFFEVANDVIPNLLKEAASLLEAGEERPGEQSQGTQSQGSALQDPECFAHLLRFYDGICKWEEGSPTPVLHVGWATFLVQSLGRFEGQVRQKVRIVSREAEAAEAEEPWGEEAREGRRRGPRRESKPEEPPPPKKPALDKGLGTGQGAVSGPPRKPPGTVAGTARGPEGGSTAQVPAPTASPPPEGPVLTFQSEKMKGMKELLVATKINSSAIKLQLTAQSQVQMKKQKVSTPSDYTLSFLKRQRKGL
Mito fusion yeast: inhibitors of mitochondrial division or activators of mitochondrial fusion. 320,000 tested, 0.23% active. Potency, µM (titrated, usually from 46.1 µM), for the others: top-dose growth rescue (activation), most hits filed as activators. S. cerevisiae fusion-defective mutant growth rescue, CellTiterGlo 48 h;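 further: potency means the concentration at half of the fitted maximal effect; % of control where 0% means no effect; nearly all actives have a fitted effect of over 45% in size; temperature-sensitive fusion mutants such as fzo1-1 at 37 °C on non-fermentable ethanol glycerol medium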
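Luminescent cell viability in 1536-well qHTS format served as the measure of rescued growth in ts fusion-mutant S. cerevisiae cultured on non-fermentable YPEG for 48 hours at 37C.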
KCNH2 3.1 block: inhibitors of human KCNH2 3.1 potassium channel isoform; U2OS KCNH2 3.1, thallium flux FluxOr; active compounds read low; activity change, % (tested at about 1.8 µM); 340,000 tested, 0.95% active; AID 720553;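 active means maximum activity change below -70%; inconclusive means maximum activity change from -70% to -50%; inactive means maximum activity change above -50%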;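 further: thallium influx rate constant from kinetic fluorescence after stimulation buffer; on the % scale 0 is the no-effect control and ±100 the full control effect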
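Kinetic fluorescence (2 min after stimulation buffer) measures Tl+ influx through KCNH2 3.1 expressed by viral transduction in U2OS cells; the rate constant is normalized against DMSO controls serving as positive and negative references.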
Gal4-VP16 FLuc: inhibits Gal4-VP16 luciferase reporter, ROR gamma counter-screen; Drosophila S2 Gal4-VP16 UAS-luciferase, luminescence, 20 h; Potency, µM (series often up to 53.6 µM), inactives show top-dose activity, negative = inhibition, usual class: inhibitors; 310,000 tested, 3.5% active; AID 2546;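 further: Gal4-VP16 expression switched on by copper sulfate through the metallothionein promoter; potency means the concentration at half of the fitted maximal effect; on the % scale 0 is the no-effect control and ±100 the full control effect; nearly all actives have a fitted effect of over 50% in size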
FLuc modulator: inhibits or activates purified firefly luciferase, miR-21 counter-screen; P08659; purified FLuc, Km substrates, luminescence inhibition; Potency, µM (doses to about 57.5 µM), without a hit: top-dose activity change, negative = inhibition, usual class: inhibitors; 360,000 tested, 6.9% active; AID 588342;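 further: potency means the concentration at half of the fitted maximal effect; plate controls were vehicle for no effect and reference inhibitor for full effect; nearly all actives have a fitted effect of over 55% in size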
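Purified P. pyralis luciferase (10nM final) with 10uM D-luciferin and 10uM ATP (Km levels) in 50mM Tris acetate pH 7.5, 10mM Mg acetate, 0.01% Tween-20, 0.05% BSA; qHTS 6-point titration, ~60 µM downward; luminescence read.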
RORgamma inh: ROR gamma (mouse) transcription inhibition. 310,000 tested, 5.4% active. AID 2551. P51450. Potency, µM (series often up to 53.6 µM), for inactives: at the highest dose activity change, negative = inhibition, most hits filed as inhibitors. Drosophila S2 Gal4-RORgamma UAS-luciferase reporter, 20 h; further: potency means the concentration at half of the fitted maximal effect; on the % scale 0 is the no-effect control and ±100 the full control effect; nearly all actives have a fitted effect of over 60% in size
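In this cell-based reporter format, copper sulfate (700 uM final) drives Gal4–ROR gamma fusion expression from a metallothionein promoter in Drosophila Schneider cells; compounds preincubated 1 hr, reporter read after 20 hr at ambient temperature.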
NPC1 promoter act: NPC1 promoter activation | Huh7 NPC1 promoter luciferase reporter, 24 h | Potency, µM (top dose mostly 9.22 µM), without a hit: top-dose activation, most hits filed as activators | 320,000 tested, 2.4% active;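 further: potency means the concentration at half of the fitted maximal effect; % of control where 0% means no effect; nearly all actives have a fitted effect of over 60% in size; reporter is driven by a mutant NPC1 promoter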
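Stable NPC1-promoter luciferase Huh7 line; cpd (DMSO) 24 h, 37 °C, 5% CO2; Amplite luciferase reagent 10 min RT; luminescence readout. qHTS format.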
PKM2 act: activators of human pyruvate kinase M2. P14618. purified PKM2, Kinase-Glo ATP luminescence, activation; response scale: 0% is enzyme alone, no compound. Potency, µM (highest dose often 57.5 µM), for inactives: top-dose activation, usual class: activators. 260,000 tested, 0.34% active. AID 1631; further: potency means the concentration at half of the fitted maximal effect; on the % scale 0 is the no-effect control and ±100 the full control effect; nearly all actives have a fitted effect of over 55% in size
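ATP formation by purified human PK-M2, quantified via coupled luciferase luminescence after 1 h at room temperature with 0.1 mM ADP and 0.5 mM PEP final.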
Rab9 promoter act: Rab9 promoter activation; Huh7 Rab9 promoter-luciferase reporter, luminescence, 24 h; Potency, µM (series often up to 9.22 µM), for the others: top-dose activation, negative = inhibition, most hits filed as activators; 320,000 tested, 2.8% active; further: potency means the concentration at half of the fitted maximal effect; % of control where 0% means no effect; nearly all actives have a fitted effect of over 60% in size
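Promoter activation is measured as luciferase luminescence in Huh7 cells stably transfected with a Rab9 promoter–luciferase construct, following 24 h compound exposure at 37 °C and 10 min reagent incubation at ambient temperature.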
MBNL1 CUG block: blocks human MBNL1 binding to CUG repeat RNA; Q9NR56; TR-FRET MBNL1-His/biotin-(CUG)12 binding, 665/545 ratio; 280,000 tested, 0.036% active; Potency, µM (titrated, usually from 57.5 µM), for the others: at the highest dose activity change, negative = inhibition, actives largely listed as inhibitors; AID 2675; active means well fitted inhibition curve with a large enough effect in the signal ratio, with a control signal flat, not every such curve was filed as active; inconclusive means small, poorly fitted or top-dose-only effect, or effect the other way, or a change in a side signal; inactive means no such curve, though single readings can be large or run the other way; the % refers to the signal ratio; further: potency means the concentration at half of the fitted maximal effect; on the % scale 0 is the no-effect control and ±100 the full control effect
Target sequence (Q9NR56 whole entry, looked up): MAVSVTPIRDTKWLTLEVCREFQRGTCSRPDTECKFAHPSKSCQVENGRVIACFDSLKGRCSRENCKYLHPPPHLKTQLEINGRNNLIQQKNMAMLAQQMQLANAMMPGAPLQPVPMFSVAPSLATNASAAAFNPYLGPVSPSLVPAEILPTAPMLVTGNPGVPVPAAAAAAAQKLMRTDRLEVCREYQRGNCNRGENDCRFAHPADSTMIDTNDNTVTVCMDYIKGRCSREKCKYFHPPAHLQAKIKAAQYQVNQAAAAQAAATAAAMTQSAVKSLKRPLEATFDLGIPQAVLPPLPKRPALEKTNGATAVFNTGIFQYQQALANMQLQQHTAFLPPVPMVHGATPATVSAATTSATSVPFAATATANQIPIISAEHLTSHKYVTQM
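Compound titration spanned 92 nM–58 uM against the MBNL1-His/biotin-(CUG)12 complex. After 60 min at room temperature with 5 nM streptavidin-XL665 and 0.055 ng/ul terbium anti-His, ratiometric 665/545 nm emission (Ex 340 nm) normalized to controls.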
* hit, by the source's call; ? = inconclusive; . = no result given; [ ] = dose if it differs, or a comment. Unless noted, the call rests on the fitted dose curve; in most records, active means well fitted curve in the direction sought with a large enough effect; inconclusive means small, poorly fitted or top-dose-only effect, or another doubt; inactive means no such curve, though single readings can be large; an effect the other way counts as inactive or inconclusive.

SMILES | ELG1 repair inh | Menin-MLL TR inh | Mito fusion yeast | KCNH2 3.1 block | Gal4-VP16 FLuc | FLuc modulator | RORgamma inh | NPC1 promoter act | PKM2 act | Rab9 promoter act | MBNL1 CUG block
COCCNC(=O)c1ccccc1NC(=O)CCSc1ccccc1 | 18% | 1% | -2% | 4 | 3% | -7% | 5% | 0% | 5% | 0% | 0%
Cc1ccc(S(=O)(=O)N(CC(=O)NCc2cccnc2)c2ccc(F)cc2)cc1 | -2% | 0% | -8% | -9 | -5% | 0% | 15% | 3% | -4% | -1% | 4%
Cc1ccc(-n2c(=O)cc(NCc3cccnc3)[nH]c2=O)cc1 | 6% | ? | -3% | 11 | -11% | 1% | 5% | -5% | -4% | 17% | -14%
CN(C)C(=O)CSc1ccccc1C(=O)OCC(=O)NC1CC1 | 8% | . | 1% | 17 | . | . | . | 0% | . | 0% | .
O=C(OCC(=O)c1ccc(S(=O)(=O)N2CCCC2)cc1)C1=COCCO1 | 0% | -5% | 4% | 16 | 2% | 4% | 6% | 9% | -2% | -7% | 0%
CCOC(=O)c1c(C)n(-c2ccc(C)cc2)c2ccc(OCC(O)CNCCCO)cc12 (centres undefined) | 12% | ? | -5% | -4 | ? | 3% | 7.1µM* | 1% | 3% | -3% | -5%
O=C(c1ccc2ccccc2c1)C1CCCN(S(=O)(=O)c2cccnc2)C1 (centres undefined) | ? | 8% | 11% | -3 | ? | ? | 8% | -4% | -5% | -3% | 19%
FC(F)(F)c1cccc(-n2cc(-c3ccccc3)[nH]c2=S)c1 | 17% | -7% | -28% | 5 | ? | 1% | 2.8µM* | -4% | . | -2% | 6%
Cc1cc(C)cc(NC(=O)N2CCN(C/C=C/c3ccccc3)CC2)c1 | -3% | -25% | 1% | . | 20% | -2% | 1% | 1% | -1% | -5% | -9%
COc1cc(C)nc(Oc2ccc(=O)[nH]n2)n1 | ? | -12% | -4% | 5 | -3% | 0% | 2%[10 µM] | 0% | 4% | 9% | 6%
CCOc1ccc(N=C(/C(C(=O)C(=O)N2CCOCC2)=C(\O)c2ccccc2)c2ccccc2)cc1 | ? | 4% | 7% | -27 | -25% | ? | -89% | ? | -1% | ? | 10%[11.5 µM]
COc1cccc(OC)c1OCCN1CCN(C(=O)c2ccco2)CC1 | -2% | 5% | 2% | 0 | -10% | 1% | -12% | 0% | 2% | -3% | 14%
CC(=O)Nc1ccc(NC(=O)CSc2nc(=O)n3cccc(C)c3n2)cc1 | 5% | . | -1% | 7 | . | 3% | . | -1% | . | -3% | .
C/C(CC(=O)Nc1cccc(C(F)(F)F)c1)=N\NC(=O)c1ccncc1 | 6% | 43%[activator] | 12% | -5 | -20% | 1% | 1% | -2% | . | -4% | 1%
OCCCc1nc2ccccc2n1CCc1ccccc1 | 11% | -5% | 2% | -15 | -3% | 1% | -12% | -5% | -1% | 3% | ?
CC(NC(=O)c1ccccc1Cl)NC(=O)c1ccccc1Cl | -12% | 8% | 2% | -2 | -2% | 0% | -1% | -6% | 0%[11.5 µM] | -3% | -5%
OCCCc1nc2n(n1)C(c1cccs1)C=C(c1ccccc1)N2 (centres undefined) | ? | -1% | 2% | . | 4% | 0% | -23% | 0% | 2% | 3% | ?
Cc1cc(C(=O)O)cc(S(=O)(=O)Nc2ccccc2C(=O)NC(C)c2ccccc2)c1C (centres undefined) | -5% | ? | 2% | 9 | 1% | 4% | -20% | -1% | 1% | 6% | -14%
CCCCOC(=O)C(C)Oc1ccc(=O)n(-c2ccccc2)n1 (centres undefined) | -17% | -2% | 1% | 4 | 4% | 0% | 3% | 0% | -6% | -10% | 18%
CC(=O)c1cccc(NC(=O)CCc2nnc3ccc(NCc4ccc5c(c4)OCO5)nn23)c1 | 24% | 3% | 5% | 1 | -3% | -1% | -4% | -5% | . | 0% | 63%[activator]
CCOC(=O)c1c(C)oc2c1c(C=NCC1CCCO1)c(O)c1ccccc12 (centres undefined) | -3% | ? | 0% | 12 | 1% | 9.5µM* | 2% | 0% | -1% | -3% | -7%
CC(Oc1ccccc1F)C(=O)Nc1ccc2ccccc2c1 (centres undefined) | ? | 13% | 0% | 0 | -5% | ? | -21% | -4% | 5% | 5% | 7%
Cc1ccc(N2CC(=O)N(CC(=O)O)C2=O)cc1 | . | 4% | 2% | 8 | 6% | -7% | -8% | 1% | -2% | 9% | -17%
CC1CN(Cc2ccccc2)c2nc3c(c(=O)n(CC(=O)O)c(=O)n3C)n2C1 (centres undefined) | 2% | 7% | 4% | 33 | -4% | 2% | -2% | -4% | -2% | -4% | -1%
Cc1ccc(Nc2c3c(nc4ccccc24)CCC3)cc1 | ? | . | 4% | -4 | 11% | 4% | ? | -3% | 0% | 2% | .
O=C(Nc1nnc(-c2ccc(Cl)cc2)o1)C1CCCCC1 | 4% | . | 0% | -4 | -9% | -18% | -2% | 22% | -3% | 25% | 0%
COC(=O)c1c(NC(=O)c2ccccc2)sc2c1CC(C)(C)OC2 | ? | 5% | 1% | -3 | -12% | ? | -19% | 15% | -5% | 15% | -12%
Cn1c2c(c(=O)n(C)c1=O)C(C(F)(F)F)(C(F)(F)F)N=C(c1ccccc1Cl)N2 | ? | 1% | 3% | 10 | -3% | 5% | 40% | -2% | -2% | -4% | -2%
CCCSc1nn2c(=O)c3ccccc3nc2s1 | ? | 1% | 0% | 22 | -25% | 7.6µM* | ? | 4µM* | -2% | 2µM* | 1%
Cc1cc(NC(=O)C2CC(=O)N(c3ccccc3Cl)C2)no1 (centres undefined) | 0% | 10% | 0% | 6 | 1% | 1% | -14% | -4% | . | 1% | -3%
CCOCC(=O)N1CCN(c2cccc(Cl)c2)CC1 | -4% | 4% | 0% | -5 | 15%[10 µM] | 1% | 4% | -5% | -1% | -7% | -3%
COc1ccc(C(=O)Nc2c(Cl)cc(Cl)cc2C(=O)NCCN2CCOCC2)cc1 | -1% | -2% | 0% | 8 | 1% | 6% | -16% | -1% | 1% | -6% | 4%
Cn1ccsc1=NC(=O)c1cc(S(=O)(=O)N2CCOCC2)ccc1Cl | 11% | . | 1% | -6 | . | 3% | . | -1% | . | -4% | .
Cc1c(N2C(=O)c3ccc(F)cc3C2=O)c(=O)n(-c2ccccc2)n1C | -1% | 6% | 2% | -15 | -15% | 0% | 17% | -4% | -4% | 0% | 11%
COc1cc(CN2CCc3ccccc3C2)cc([N+](=O)[O-])c1O | -5% | -9% | 0% | -2 | -5% | -1% | -9% | 1% | 14% | -3% | ?
Cn1cc(CCNC(=O)CCc2nnc(CCCCc3ccccc3)o2)cn1 | -7% | -2% | -5% | -14 | -1% | -1% | 27% | -4% | -2% | -2% | -2%
COc1ccc(C(=O)Nc2ccc(S(=O)(=O)NC(C)C)cc2)cc1 | ? | 2% | 2% | -11 | -2% | -6% | 34% | -2% | -4% | -6% | -1%
O=C(CSc1nnc(C2CC2)n1-c1ccccc1)NCCc1ccc(F)cc1 | -3% | . | -1% | 9 | -7% | 2% | 38% | 2% | -5% | -1% | 2%
O=C(C1CCCN(S(=O)(=O)c2cccc3nsnc23)C1)N1CCc2ccccc21 (centres undefined) | ? | 0% | 0% | -25 | -14% | 4% | ? | -1% | 1% | -2% | 13%
CCOC(=O)C1(CCc2ccccc2)CCN(C(=O)c2occc2C)CC1 | ? | ? | 14% | 1 | -15% | -18% | 27% | -3% | 0% | -4% | -6%
O=C(Cn1nnc(-c2ccc(CN3CCOCC3)cc2)n1)N1CCCc2ccccc21 | -28% | -1% | -2% | -9 | -1% | -11% | 5% | -5% | -5% | 7% | -5%
Cc1c(C(c2cccc(O)c2)c2c(C)n(C)n(-c3ccccc3)c2=O)c(=O)n(-c2ccccc2)n1C | 6% | 1% | -4% | -18 | -14% | 0% | 2% | -2% | 0% | 3% | 10%

Only part of the results is shown; rates above refer to the full screens.
